High-throughput results deposited in PubChem BioAssay by several laboratories.
DAGLB inh – DAGLB lipase inhibitors, primary screen, biochemical, fluorescence, HTS; Diacylglycerol lipase-beta (Homo sapiens), Q8NCG7; HEK293T DAGLB membrane lysate, EnzChek fluorogenic substrate; inhibition, % at 5.17 µM; actives 0.059% (n = 340,000); in the data active means inhibition above about 34%;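 further: 0% = enzyme with vehicle and 100% = wells lacking enzyme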
Arr AP2 block – inhibitors of beta-arrestin/AP2 binding, primary screen, biochemical, GPCR trafficking, flow cytometry; actives 0.31% (n = 340,000); inhibition, % at 10 µM; AID 504490, 2011; FITC-arrestin peptide / GST-AP2 beads; AP2 beta2 appendage carries R879A mutation;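 active means inhibition above a set limit, near 3 SD of compounds lacking own fluorescence, cut at about 54% in these data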;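 further: plate controls were DMSO wells for no effect and 5 µM unlabelled arrestin peptide for full effect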
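System: GST-AP2 R879A glutathione beads. Medium: PBS with 0.05% Tween 20 and 0.1% BSA. Also added: FITC-arrestin peptide, 50 nM. Incubation: 12 min plus 1 h, RT. Measured by: high-throughput flow cytometry of beads, ex 488, em 535 nm. Evaluation: percent drop in bead-associated FITC signal.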
LANA DNA inh – inhibitors of KSHV C-LANA binding to DNA, primary screen, biochemical, fluorescence polarization, FAM-LBS DNA, MBP-C-LANA, single point; Kaposi's sarcoma herpesvirus LANA C-terminal domain (residues 932-1162) DNA binding; inhibition, % at 9 µM; actives 0.078% (n = 340,000); AID 504423, 2011;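 active means highest replicate inhibition at or above 60% at 9 µM, even if other replicates fall short; inactive means all replicates below 60% inhibition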;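 further: 0% = neutral control wells and 100% = 4 µM acridine orange control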
DSG3 Ab inh – inhibitors of pemphigus antibody binding to DSG3, primary screen, biochemical, bead-based, flow cytometry, scFv-GFP | actives 0.48% (n = 310,000) | Desmoglein-3 (Homo sapiens), P32926 | AID 588358, 2011 | binding (percent of control), % at 10 µM | DSG3-coupled beads, scFv-anti-DSG3-GFP binding; active compounds read low;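 active means binding more than 3 SD below its plate's average and above zero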;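 further: hits lower antibody fragment binding to DSG3; some compounds called inactive have numbers as strong as hits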
V-ATPase pHluor – regulators of yeast V-ATPase proton pumping, primary screen, pHLuorin cytosolic pH fluorescence; AID 504577, 2011; response, % at 10 µM; actives 0.37% (n = 350,000); S. cerevisiae; in the data active means response mostly above about 7.3%, no sharp cut-off; inactive means mostly below about 5.4%; further: actives read high; inactives centre near 0; some compounds called inactive have numbers as strong as hits; reference of the scale not given here
CAL PDZ FP-1 – CAL PDZ peptide-binding inhibitors, primary screen, biochemical, fluorescence polarization, Cer-tagged CAL PDZ, HTS. Golgi-associated PDZ and coiled-coil motif-containing protein (Homo sapiens), Q9HD26. purified CAL PDZ, TMR-peptide fluorescence polarization, 1 h. inhibition, % at 20 µM. actives 0.02% (n = 330,000). AID 504414, 2011;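 active means highest replicate inhibition of at least 40%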;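 further: plate controls were DMSO neutral control wells for no effect and unlabeled competitor peptide control wells for full effect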
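material = purified tagged CAL PDZ domain construct (CerCALP) | compound dosing = 20 µM, one dose | times = 1 h at RT | measured by = fluorescence polarization from S- and P-plane intensities, G-factor corrected | read-out = inhibition from polarization loss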
Cardiac RTF inh – cardiac RTF calcium sensitivity inhibitors, primary screen, biochemical, IANBD-TnC fluorescence, EC70 calcium; Troponin I, cardiac muscle (Homo sapiens) + Troponin T, cardiac muscle (Homo sapiens) + …; inhibition, % at 7.15 µM; actives 0.12% (n = 340,000); IANBD-labeled cardiac RTF, Ca2+ fluorescence;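 active means inhibition above the mean inhibition of all tested compounds plus 3 SD, cut at about 17% in these data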;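 further: assay run at fixed EC70 calcium of 1.6 mM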
Keap1-Nrf2 PPI – Keap1-Nrf2 protein-protein interaction inhibitors, primary screen, biochemical, fluorescence polarization, single point; Keap1 Kelch-Nrf2 peptide fluorescence polarization, 1536-well; inhibition, % at 9.4 µM; actives 0.15% (n = 340,000); in the data active means inhibition above about 12%;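 further: human Keap1 Kelch domain with fluorescein labeled Nrf2 9mer peptide probe; 0% = neutral control wells and 100% = peptide positive control; higher means more block of Keap1 binding to Nrf2 peptide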
CAL PDZ FP-2 – untagged CAL PDZ binding inhibitors, primary screen, biochemical, fluorescence polarization, HTS; Golgi-associated PDZ and coiled-coil motif-containing protein (Homo sapiens), Q9HD26; inhibition, % at 24.9 µM; actives 0.92% (n = 300,000); purified CAL PDZ, TMR-peptide fluorescence polarization, 1 h; AID 602252, 2012;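 active means mean inhibition of at least 30% with at least half of replicates also reaching 30%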;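 further: 0% = DMSO neutral control and 100% = excess unlabeled competitor peptide PRC23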
NSD2 HMT inh – NSD2 histone methyltransferase inhibitors, primary screen, biochemical, AlphaScreen, single concentration, set 2; Histone-lysine N-methyltransferase NSD2 (Homo sapiens), O96028; NSD2 peptide methylation, 120 min; inhibition, % at 12.5 µM; actives 0.54% (n = 310,000); in the data active means inhibition above about 50%
Target sequence (O96028 whole entry, looked up): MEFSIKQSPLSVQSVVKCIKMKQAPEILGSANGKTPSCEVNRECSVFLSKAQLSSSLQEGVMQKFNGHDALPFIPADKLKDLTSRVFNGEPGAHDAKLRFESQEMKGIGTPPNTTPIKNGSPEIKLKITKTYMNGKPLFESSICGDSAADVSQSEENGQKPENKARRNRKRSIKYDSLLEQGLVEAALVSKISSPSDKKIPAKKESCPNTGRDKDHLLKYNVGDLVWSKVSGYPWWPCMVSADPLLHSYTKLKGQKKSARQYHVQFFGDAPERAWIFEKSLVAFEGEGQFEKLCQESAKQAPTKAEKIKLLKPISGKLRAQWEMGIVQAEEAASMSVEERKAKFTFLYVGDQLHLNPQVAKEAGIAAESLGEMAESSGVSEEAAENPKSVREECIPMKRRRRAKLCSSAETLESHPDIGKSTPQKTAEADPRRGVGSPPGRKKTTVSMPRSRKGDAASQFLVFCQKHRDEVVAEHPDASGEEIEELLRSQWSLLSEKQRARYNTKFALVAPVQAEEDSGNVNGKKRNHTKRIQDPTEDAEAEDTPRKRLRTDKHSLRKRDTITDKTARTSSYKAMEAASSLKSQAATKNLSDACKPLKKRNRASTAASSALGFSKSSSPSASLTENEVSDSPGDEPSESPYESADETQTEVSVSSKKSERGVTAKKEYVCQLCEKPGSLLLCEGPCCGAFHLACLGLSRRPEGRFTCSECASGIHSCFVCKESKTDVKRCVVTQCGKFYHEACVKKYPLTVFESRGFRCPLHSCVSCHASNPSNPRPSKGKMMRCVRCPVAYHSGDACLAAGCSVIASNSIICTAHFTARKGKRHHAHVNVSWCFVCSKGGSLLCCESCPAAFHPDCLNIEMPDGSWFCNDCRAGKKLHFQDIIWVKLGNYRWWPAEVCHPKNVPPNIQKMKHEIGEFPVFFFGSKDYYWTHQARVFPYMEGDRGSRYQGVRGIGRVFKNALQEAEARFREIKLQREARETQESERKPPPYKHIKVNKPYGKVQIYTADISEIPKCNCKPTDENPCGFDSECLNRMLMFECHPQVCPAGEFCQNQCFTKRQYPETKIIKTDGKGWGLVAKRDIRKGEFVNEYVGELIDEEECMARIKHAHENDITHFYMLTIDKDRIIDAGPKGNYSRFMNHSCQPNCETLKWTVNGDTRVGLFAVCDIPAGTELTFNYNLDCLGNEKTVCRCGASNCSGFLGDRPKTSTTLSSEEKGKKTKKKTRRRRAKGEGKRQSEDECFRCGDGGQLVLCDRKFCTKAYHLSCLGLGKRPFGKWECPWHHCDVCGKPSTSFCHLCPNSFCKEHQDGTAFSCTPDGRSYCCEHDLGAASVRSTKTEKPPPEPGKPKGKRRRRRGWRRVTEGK
An asterisk follows results filed as active; nt = no result given. These rows are one share of the data, so the mix of outcomes need not match the whole.

SMILES	DAGLB inh	Arr AP2 block	LANA DNA inh	DSG3 Ab inh	V-ATPase pHluor	CAL PDZ FP-1	Cardiac RTF inh	Keap1-Nrf2 PPI	CAL PDZ FP-2	NSD2 HMT inh
Cc1cccc(NC(=O)c2cc[n+]([O-])cc2)c1C	0	14	-0.3	nt	0	-0.4	12	1	12	3
COc1ccc(-c2c[n+]3c4n2CCCCC4=C(c2ccc(Br)cc2)C3)cc1	11	9	1.5	100	-4	-1.4	-9	-2	nt	nt
CCCC(=O)Nc1c(-c2cccc(OC)c2)c(=O)c2ccccc2n1C	-8	46	0.8	nt	-3	-0.3	-3	3	-1	0
O=C(CCOc1ccccc1)Nc1ccc([N+](=O)[O-])cc1	-1	-1	0.1	95	5	-2.9	-7	-4	-6	0
CCOC(=O)C1CCN(S(=O)(=O)c2ccc3c(c2)CCN3C(C)=O)CC1	0	-3	1.0	nt	1	-2.5	-10	0	-1	-2
O=C(NCC(c1cccs1)N1CCOCC1)c1cnc(Cl)c(Cl)c1 (stereo not given)	-2	-5	0.0	105	-5	0.0	6	1	nt	-6
COc1ccc(OCCCC(=O)OCC(=O)Nc2sccc2C(N)=O)cc1	4	-3	1.1	106	-1	-1.2	-9	-4	nt	-3
O=C(Nc1ccccc1NC(=O)c1c(F)c(F)c(F)c(F)c1F)c1c(F)c(F)c(F)c(F)c1F	-1	-1	-1.7	104	1	-0.1	-18	-3	-1	2
C=CCN(CC=C)C(=O)c1ccc(OC2CCN(C(C)=O)CC2)c(OC)c1	0	11	0.0	108	1	-1.3	-1	-4	1	-1
COc1cc(OC)c(NC(=O)c2sc3ncn(CC(=O)N4CCOCC4)c(=O)c3c2C)cc1Cl	-1	4	-2.3	88	6.4*	-0.4	-1	-2	3	-3
C[C@@H](C(=O)NC1CCCC1)N1C(=O)N2CCc3c([nH]c4ccccc34)[C@@]2(C)C1=O	0	-6	0.1	103	-1	-0.3	1	1	-1	nt
CCC(=O)N1CCN(c2ccc(NC(=O)c3cccs3)cc2)CC1	-2	32	0.5	108	0	-0.5	-2	1	nt	0
Cc1cc(NC(=O)NC2CC(=O)N(c3ccc4c(c3)OCCO4)C2)no1 (stereo not given)	0	2	-0.3	90	0	-0.2	-3	-3	-7	nt
CCc1nnc(NC(=O)CCC(=O)N2CCN(c3cccc(Cl)c3)CC2)s1	-2	-14	-0.6	nt	-2	-2.5	-9	-6	-2	4
COc1ccc(/C=C2/SC(=S)N(n3c(C)ccc3C)C2=O)cc1	-7	-1	0.7	87	-1	-1.8	-1	1	0	21
CCOC(=O)c1ccc(NC2OC(=O)c3ccccc32)cc1 (stereo not given)	-1	5	2.2	90	1	nt	-19	-4	-2	-3
CC(=O)Nc1ccc(-c2nn[nH]n2)cc1	0	-4	0.4	99	1	-0.6	5	-2	-3	18
Cc1nc(NCc2ccco2)c2cn[nH]c2n1	-2	6	1.3	115	3	0.1	6	1	-7	-3
CC(=O)/C(N=Nc1c(C)n(C)n(-c2ccccc2)c1=O)=C(\C)O	1	0	-2.8	95	-1	-1.4	-10	-4	-2	-7
COc1ccccc1/C=N/NC(=O)c1ccccc1Cl	0	9	2.1	84	-4	-2.0	1	3	-4	19
Cc1ccc(N2CC(c3nc4ccccc4n3C)CC2=O)cc1 (stereo not given)	0	-7	0.5	nt	2	-2.0	-7	-1	31*	-2
COc1cccc(CN(C)C(=O)c2cccc(S(=O)(=O)N3CCN(c4ccc(F)cc4)CC3)c2)c1OC	-4	-8	-0.8	123	3	-0.1	-4	-9	-7	nt
CCN(CC)C(=O)Cn1c(=O)n(-c2ccc(CC(=O)NCc3ccccc3)cc2)c(=O)c2sccc21	0	9	-2.5	100	5	0.1	-8	-2	26	9
COc1ccccc1Nc1ccc([N+](=O)[O-])cn1	-1	12	1.6	107	0	-0.5	-7	0	0	-2
Cc1ccccc1OCC(=O)Nc1ccc(C(=O)Nc2ccccc2C(=O)O)cc1	7	-1	0.5	99	-6	-1.6	-1	-6	-1	0
Cc1cc(C)c(N=C2SCC(=O)N2Cc2ccco2)c(C)c1	-3	-22	0.9	105	0	-0.2	-11	1	-5	0
COc1ccc(C2=NN(C(=O)c3ccccc3C(=O)O)C(c3ccccc3O)C2)cc1 (stereo not given)	0	-4	-0.6	128	-4	-4.0	-9	-5	-5	0
N=c1c(C(=O)NCc2ccco2)cc2c(=O)n3ccccc3nc2n1C1CCCC1	3	1	-0.2	122	2	-1.4	0	-3	-16	66*
COc1ccc(-n2cc(CNCCCn3ccnc3)c(-c3ccccc3Cl)n2)cc1	-1	-2	-1.0	101	-1	-3.0	-22	-1	-1	6
O=C(c1ccc(F)cc1)C(C(=O)N1CCCCC1)n1ccccc1=O (stereo not given)	0	15	-0.7	96	1	-0.4	1	3	nt	-2

Continuation:
Each structure is followed by: DAGLB inh, Arr AP2 block, LANA DNA inh, DSG3 Ab inh, V-ATPase pHluor, CAL PDZ FP-1, Cardiac RTF inh, Keap1-Nrf2 PPI, CAL PDZ FP-2, NSD2 HMT inh
> CSc1ncnc2[nH]ccc12
 : 0, 10, -0.1, 112, -1, -2.5, 1, 1, 0, 0
> CC(=O)Nc1ccc(SC[C@H](Cc2ccccc2)N2CC[C@@H](O)CCC2=O)cc1
 : 0, 0, 5.5, 111, 4, 0.2, -3, -1, 8, nt
> CCOC(=O)CSc1nnc(CNc2ccccc2Cl)n1-c1ccccc1
 : 0, 5, 0.2, nt, 1, -0.3, 1, -2, -5, 24
> O=C(c1ccc(O)cc1)c1ccc(Cl)cc1
 : -3, 8, -1.7, 103, -1, -0.7, -2, 3, nt, 1
> Cc1ccc(/C=C/C(=O)OCC(=O)NCCN2C(=O)CSC2=O)cc1
 : 0, 8, -0.3, 87, -1, -0.5, 1, -1, nt, -2
> NC(N)=NS(=O)(=O)c1ccc(N/C=C\C(=O)c2ccncc2)cc1
 : 0, -7, -0.7, 99, -4, -2.0, -8, 0, 11, -4
> N#Cc1ccc(COC(=O)CN2C(=O)NC3(CCCC3)C2=O)cc1
 : 1, 9, 0.2, 111, -2, -0.6, -11, 1, nt, -3
> COc1ccc(N(CC(=O)Nc2c(C)n(C)n(-c3ccccc3)c2=O)S(=O)(=O)c2ccc(C)cc2)cc1
 : 2, 22, -1.9, 101, 0, -2.6, 2, -3, -2, -2
> COC(=O)c1ccc(NC(=O)CSC2=NC(=O)C(c3ccccc3)C(=O)N2)cc1 (stereo not given)
 : -1, -4, -0.2, 109, 4, 0.7, -4, -4, -3, 3
> Cc1ccc2c(c1)c(C)c(C)n2CC(O)Cn1nnc2ccccc21 (stereo not given)
 : -1, 9, 1.1, nt, -6, 0.6, -6, -7, -2, 6
> Cc1c(NC(=O)c2ccccc2NC(=O)COc2ccccc2)cccc1C(=O)O
 : -1, -2, 0.0, 107, -2, -2.4, 1, 4, 2, -1
> O=S(=O)(NCc1ccccn1)c1ccc2c(c1)OCCO2
 : 1, 25, 1.0, 101, -8, nt, 0, -2, -1, 1
> Cc1nc(Cl)c(S(N)(=O)=O)c(C)c1Cl
 : nt, 10, 2.0, nt, 1, -0.1, nt, 0, -4, -4
> Cc1ccc(C(=O)NNC(=O)c2ccc(NS(=O)(=O)c3cccs3)cc2)s1
 : -1, 4, -1.0, 104, -1, -2.0, 0, -1, 1, 0
> COc1ccccc1N1CCN(C(=O)/C=C/c2ccc(C)cc2)CC1
 : 0, -13, 0.2, 97, 3, -1.1, -11, -5, -4, -3

An excerpt from further up, as a working copy:
Each structure is followed by: DAGLB inh, Arr AP2 block, LANA DNA inh, DSG3 Ab inh, V-ATPase pHluor, CAL PDZ FP-1, Cardiac RTF inh, Keap1-Nrf2 PPI, CAL PDZ FP-2, NSD2 HMT inh
> Cc1ccc(C(=O)NNC(=O)c2ccc(NS(=O)(=O)c3cccs3)cc2)s1
 : -1, 4, -1.0, 104, -1, -2.0, 0, -1, 1, 0
> COc1ccccc1N1CCN(C(=O)/C=C/c2ccc(C)cc2)CC1
 : 0, -13, 0.2, 97, 3, -1.1, -11, -5, -4, -3

Shown with the structure last: four of the compounds above.
| DAGLB inh | Arr AP2 block | LANA DNA inh | DSG3 Ab inh | V-ATPase pHluor | CAL PDZ FP-1 | Cardiac RTF inh | Keap1-Nrf2 PPI | CAL PDZ FP-2 | NSD2 HMT inh | smiles |
| --- | --- | --- | --- | --- | --- | --- | --- | --- | --- | --- |
| 0 | -7 | -0.7 | 99 | -4 | -2.0 | -8 | 0 | 11 | -4 | NC(N)=NS(=O)(=O)c1ccc(N/C=C\C(=O)c2ccncc2)cc1 |
| 1 | 9 | 0.2 | 111 | -2 | -0.6 | -11 | 1 | nt | -3 | N#Cc1ccc(COC(=O)CN2C(=O)NC3(CCCC3)C2=O)cc1 |
| 2 | 22 | -1.9 | 101 | 0 | -2.6 | 2 | -3 | -2 | -2 | COc1ccc(N(CC(=O)Nc2c(C)n(C)n(-c3ccccc3)c2=O)S(=O)(=O)c2ccc(C)cc2)cc1 |
| -1 | -4 | -0.2 | 109 | 4 | 0.7 | -4 | -4 | -3 | 3 | COC(=O)c1ccc(NC(=O)CSC2=NC(=O)C(c3ccccc3)C(=O)N2)cc1 (stereo not given) |

Next results follow.
Each structure is followed by: DAGLB inh, Arr AP2 block, LANA DNA inh, DSG3 Ab inh, V-ATPase pHluor, CAL PDZ FP-1, Cardiac RTF inh, Keap1-Nrf2 PPI, CAL PDZ FP-2, NSD2 HMT inh
> O=C(NNC(=O)C1C2CCC(C2)C1C(=O)O)c1cccc(Cl)c1 (stereo not given)
 : -3, 5, 0.6, 100, -2, 0.4, 7, -3, 0, -2
> CC1Sc2ccc(S(=O)(=O)CCC(=O)NC3CCCCCC3)cc2NC1=O (stereo not given)
 : 1, 47, -0.5, 83, 0, -1.5, -10, 2, -1, -6
> O=c1[nH]cc(COCc2ccccc2)c(=O)[nH]1
 : -1, -10, 0.6, 101, -4, nt, -15, -9, -3, -5
> O=C(Nc1cccc(S(=O)(=O)N2CCCCC2)c1)C1CCC1
 : 0, -2, -7.1, 100, -1, 0.3, -6, -3, 13, -3
> O=C(c1ccc2c(Cl)c3c(nc2c1)CCCC3)N1CCN(c2ccc(F)cc2)CC1
 : -10, 0, 1.3, 117, 5, -0.3, -2, -1, 1, nt
